From PubChem BioAssay
FEN1 inhibitor: qHTS Assay for the Inhibitors of Human Flap endonuclease 1 (FEN1); P39748; Recombinant FEN1 flap cleavage, fluorescence, 15 min; Potency, µM (top dose mostly 114 µM), for inactives: top-dose activity change, negative = inhibition, most hits filed as inhibitors; hit rate 0.35% among 390,000; AID 588795, 2011; also: nearly all actives have a fitted effect of over 65% in size
Target sequence (P39748 whole entry, looked up): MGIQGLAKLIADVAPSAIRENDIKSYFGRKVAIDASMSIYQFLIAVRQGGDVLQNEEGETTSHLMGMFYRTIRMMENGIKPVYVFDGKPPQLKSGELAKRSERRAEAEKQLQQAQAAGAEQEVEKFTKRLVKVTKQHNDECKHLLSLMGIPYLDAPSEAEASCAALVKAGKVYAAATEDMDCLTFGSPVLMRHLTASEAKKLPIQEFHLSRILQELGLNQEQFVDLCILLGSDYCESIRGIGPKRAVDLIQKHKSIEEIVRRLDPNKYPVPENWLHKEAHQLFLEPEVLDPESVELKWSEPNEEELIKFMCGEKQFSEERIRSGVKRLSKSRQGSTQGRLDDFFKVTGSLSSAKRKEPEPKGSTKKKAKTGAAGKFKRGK
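With each library titrated from low to high concentration, compounds met 10 nM FEN1 for 15 min at room temperature before 50 nM substrate was added; readings at 0 and 15 min fed four-parameter Hill curve fits.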
GCN5L2 inh: qHTS Assay for Inhibitors of GCN5L2; GCN5L2 HAT assay, ThioGlo1 CoA-SH fluorescence; Potency, µM (titrated, usually from 58.9 µM), for inactives: at the highest dose activity change, negative = inhibition, hits mostly inhibitors; hit rate 0.21% among 390,000
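Titration-based screen in which CoA formation is detected via maleimide probe ThioGlo1 (50uM) turning fluorescent on thiol reaction; substrates H3(1-25) 75uM and acetyl-CoA 70uM, GCN5L2 20nM, 20 min incubation at room temperature.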
N370S GC: qHTS Assay for Inhibitors and Activators of N370S glucocerebrosidase as a Potential Chaperone Treatment of Gaucher Disease | Potency, µM (doses to about 59.4 µM), for inactives: top-dose activity change, negative = inhibition, usual class: inhibitors | AID 2101, 2009 | N370S GC spleen homogenate, 4MU-glucoside fluorescence | Lysosomal acid glucosylceramidase (Homo sapiens), P04062 | hit rate 0.092% among 330,000;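 also: 0% = full enzyme activity and -100% = no enzyme basal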
* marks the source's active call; other numbers are inactive results; ? = inconclusive; . = not tested or not shown; [ ] = remark or other dose. Calls follow the shape of the dose curve; as a rule, active = well fitted curve in the direction sought with a large enough effect; inconclusive = small, poorly fitted or top-dose-only effect, or another doubt; inactive = no such curve, though single readings can be large; an effect the other way counts as inactive or inconclusive. Unless noted, % is scaled to controls: 0 for no effect and ±100 for the full control effect; potency is read from the fitted curve at half-maximal effect.

SMILES | FEN1 inhibitor | GCN5L2 inh | N370S GC
CCOP(=O)(OCC)C(Nc1cccc(C)c1)c1ccc(F)cc1 (stereo not drawn) | 6% | -2% | 0%
COCCN(CC(=O)NCc1ccccc1)C(=O)CCC(=O)Nc1nccs1 | -1% | -6% | -9%
COc1cc(C(=O)NCc2nnc(SCC(=O)N3CCCCC3)o2)cc(OC)c1OC | 8% | -2% | 5%
Cc1cc([N+](=O)[O-])ccc1NC1CCCC1 | -11% | -3% | 7%
O=S(=O)(c1cccc(S(=O)(=O)N2CCN(c3ncccn3)CC2)c1)N1CCOCC1 | -7% | -1% | -1%
COc1cccc(CN(C)C(=O)Nc2cccc(C(F)(F)F)c2)c1OC | -2% | 0% | -9%
Cc1nn(CC(C)C)c(Cl)c1C(=O)N(c1ccc(Cl)cc1F)S(C)(=O)=O | -19% | -6% | 0%
COc1ccc(CN2C(=O)C(CC(C)C)Nc3ncnc(N4CCN(c5ccccc5)CC4)c32)cc1 (stereo not drawn) | -13% | -8% | -23%
O=C(N/N=C/c1coc2ccccc2c1=O)c1cn(-c2ccccc2)nc1-c1ccccc1 | -4% | -8% | -28%
Cc1ccccc1OCCn1nc(C(=O)O)c2ccccc2c1=O | -16% | -5% | 8%
O=C(CSc1nnc(NC2CCCCC2)s1)Nc1ccc(N2CCOCC2)cc1 | 4% | -4% | 9%
COc1cccc(C2N(c3ccccn3)C(=O)C3CCCN32)c1OC (stereo not drawn) | -10% | 1% | 20%
O=C(CSc1ncc(-c2ccc(F)cc2)n1Cc1ccco1)Nc1nccs1 | 1% | -2% | -1%
COc1cccc(-c2nc3ccccc3c(=O)o2)c1 | -8% | 0% | 3%
CCOCCCNC(=S)NCCCNc1nc2c(C)cc(C)cc2cc1C#N | -7% | -3% | -3%
COc1ccc(S(=O)(=O)N(CC(=O)NCc2ccco2)c2ccc(C)cc2)cc1OC | -4% | -3% | -6%
CCCN1CCC(=O)N(CCSc2ccc(Br)cc2)CC1 | -4% | . | -8%
CC1CN(S(=O)(=O)c2ccc(C(=O)Nc3nccs3)cc2)CC(C)O1 (stereo not drawn) | 18% | -1% | -3%
O=C(CNC(=O)c1ccc(F)cc1)NCc1ccc(S(=O)(=O)N2CCOCC2)cc1 | -7% | 4% | -4%
CCO[C@@H]1OC(C(=O)N2CCN(Cc3ccc4c(c3)OCO4)CC2)=C[C@H](c2coc3ccccc3c2=O)[C@H]1CCCO | 17% | -2% | 0%

Entries from the list above that contain two or more sulfur atoms:
SMILES | FEN1 inhibitor | GCN5L2 inh | N370S GC
O=S(=O)(c1cccc(S(=O)(=O)N2CCN(c3ncccn3)CC2)c1)N1CCOCC1 | -7% | -1% | -1%
O=C(CSc1nnc(NC2CCCCC2)s1)Nc1ccc(N2CCOCC2)cc1 | 4% | -4% | 9%
O=C(CSc1ncc(-c2ccc(F)cc2)n1Cc1ccco1)Nc1nccs1 | 1% | -2% | -1%
CC1CN(S(=O)(=O)c2ccc(C(=O)Nc3nccs3)cc2)CC(C)O1 (stereo not drawn) | 18% | -1% | -3%

A different layout for part of the listing above.
Results follow in this order: FEN1 inhibitor, GCN5L2 inh, N370S GC
O=C(CNC(=O)c1ccc(F)cc1)NCc1ccc(S(=O)(=O)N2CCOCC2)cc1
    -7%, 4%, -4%
CCOP(=O)(OCC)C(Nc1cccc(C)c1)c1ccc(F)cc1 (stereo not drawn)
    6%, -2%, 0%
COc1cc(C(=O)NCc2nnc(SCC(=O)N3CCCCC3)o2)cc(OC)c1OC
    8%, -2%, 5%
O=C(CSc1nnc(NC2CCCCC2)s1)Nc1ccc(N2CCOCC2)cc1
    4%, -4%, 9%
O=C(N/N=C/c1coc2ccccc2c1=O)c1cn(-c2ccccc2)nc1-c1ccccc1
    -4%, -8%, -28%

Following part
SMILES | FEN1 inhibitor | GCN5L2 inh | N370S GC
CCOC(=O)Cn1c(=NC(=O)C2COc3ccccc3O2)sc2cc(S(N)(=O)=O)ccc21 (stereo not drawn) | -1% | -7% | -29%
O=C(N/N=C/c1cccc(C(F)(F)F)c1)C1CCN(c2ncc(C(F)(F)F)cc2Cl)CC1 | 2% | -6% | 9%
CCCCCN(C(=O)CCC(=O)OCC(=O)N1CCC(C)CC1)c1c(N)n(CCCC)c(=O)[nH]c1=O | 6% | 4% | 3%
O=C(Cn1cccc1)NC1CCCCCC1 | 1% | 3% | 3%
CCOC(=O)N1CCC(NC(=O)c2ccc3c(c2)N(Cc2ccccc2C)C(=O)c2ccccc2S3=O)CC1 (stereo not drawn) | -15% | -13% | .
COc1cc(CN2CCN(Cc3ccco3)CC2)cc(OC)c1 | -1% | 3% | 0%
CC1(C)CO[C@H](CC(=O)O)CN1 | . | 7%[0.501 µM] | -9%
c1ccc(-c2ccnc3nc(N4CCN(c5ccccc5)CC4)nn23)cc1 | -8% | -4% | 19%
CN1CCN(C(=S)c2cn(Cc3ccc(F)cc3)c3ccccc23)CC1 | -12% | 10% | -21%
CCOc1ccccc1C(C(=O)NC1CCCCC1)N(C(=O)c1csnn1)C1CC1 (stereo not drawn) | 0% | -2% | -2%
O=C(CCN1C(=O)/C(=C/c2ccco2)SC1=S)Nc1ccc(O)cc1C(=O)O | 35µM* | -7% | -22%
CCCCOc1ccc(OCCCC)c2c1NC1(N2)C(=O)N(C(C)=O)c2ccccc21 | -5% | 8% | -1%
CC1(c2nnc(-c3ccc(Cl)cc3)o2)CC(c2cccc(Cl)c2)=NO1 (stereo not drawn) | -11% | -7% | 24%
O=C(CCS(=O)(=O)c1ccc(Cl)cc1)OCC(=O)N1CCCCC1 | -2% | -14% | 3%
N#Cc1c(C#N)c(-c2ccccc2)n(-c2ccccc2)c1N | -15% | -1% | 10%
CCN(CC)C(=O)CN(C)S(=O)(=O)c1cccc2nsnc12 | 21% | -4% | 9%
CCCCn1c(N)c(N(CC(C)C)C(=O)c2oc3c(Cl)cccc3c2C)c(=O)[nH]c1=O | -3% | -6% | -13%
Cn1c(=O)c(-c2ccc(F)cc2)nc2cnc(Nc3ccccc3)nc21 | . | 1% | 4%
Cc1ccc(SCCNC(=O)c2ccc(CN3CCOCC3)cc2)cc1 | -2% | 0% | -4%
COc1ccc(C(=O)C(C)OC(=O)CCN2C(=O)C3CC=CCC3C2=O)cc1 (stereo not drawn) | -2% | -2% | .

Other compounds follow:
SMILES | FEN1 inhibitor | GCN5L2 inh | N370S GC
CCOC(=O)N1CC(=O)Nc2ccc(Br)cc2C1c1ccccc1 (stereo not drawn) | 7% | -6% | 15%
Cc1cc(C)c(NC(=O)c2ccc3nccnc3c2)c(C)c1 | -4% | -3% | 0%
CCc1nc(SCC(=O)NC2CCCC2)c2oc3ccccc3c2n1 | -9% | -5% | -6%
O=C1CC2(CCN(C(=O)c3ccc(Cl)cc3)CC2)Oc2ccccc21 | -4% | -8% | 0%
CCOC(=O)Cn1c(C)cc(=O)c2ccccc21 | 2% | -26% | -9%
COc1c(OC(C)=O)c(=O)n2c3ccccc3c3ccnc1c32 | -25% | -2% | -12%
O=C(O)c1[nH]c2ccc(Cl)cc2c1CC(=O)N1CCN(C(=O)c2ccco2)CC1 | -16% | -4% | 0%
COc1cccc(C(=O)N2CCC(n3nccc3NC(=O)C3CCOC3)CC2)c1 (stereo not drawn) | 5% | -11% | 1%
Cc1ccc(-c2nc3[nH]c(=O)cc(NC(=O)C(C)C)n3n2)cc1 | -3% | -1% | 1%
O=C(/C=N/O)NCc1ccncc1 | -1% | 0% | 2%
CN(CC(=O)Nc1ccc(Cl)cc1)C1=NS(=O)(=O)c2ccccc21 | 14% | -9% | .
O=C(CNS(=O)(=O)c1ccccc1)OCC(=O)c1ccc(Br)cc1 | -3% | -1% | -11%
CCC(=O)Nc1nc2ccccc2n1CCN1CCOCC1 | -1% | -6% | 8%
CS(=O)(=O)Nc1ccc(C2=NN(C(=O)c3ccco3)C(c3ccccc3F)C2)cc1 (stereo not drawn) | 4% | -19% | -16%
CCC(=O)N1CCc2cc(Br)cc(S(=O)(=O)CCC(=O)N(CC)CC)c21 | 1% | -5% | 2%
Cc1cccc(NC(=O)CSC(N)=O)c1C | -2% | 1% | 4%
COc1ccccc1C(=O)OCC(=O)Nc1cccc(S(=O)(=O)NC2=NCCCCC2)c1 | -1% | -6% | .
Cc1nnsc1S(=O)c1ccc(Cl)c(Cl)c1 (stereo not drawn) | -6% | 3% | -6%
O=C(COC(=O)C12CC3CC(CC(Br)(C3)C1)C2)Nc1ccc2[nH]c(=O)[nH]c2c1 | -14% | -2% | 4%
O=C(Nc1cc(C(F)(F)F)ccc1N1CCOCC1)c1n[nH]c(=O)c2ccccc12 | 0% | 0% | -9%

(listing goes on)
SMILES | FEN1 inhibitor | GCN5L2 inh | N370S GC
O=C(NCCc1ccccc1)C1CCN(c2nc3ccccc3nc2C(F)(F)F)CC1 | -3% | 4% | .
CCOC(=O)c1c(C)c(C(=O)NCc2ccccn2)c(C)n1C | 0% | -2% | ?
CC1CCN(C(C(=O)Nc2ccc3c(c2)OCO3)c2ccccc2)CC1 (stereo not drawn) | -2% | -10% | -4%
COc1ccc(C(C2C(=O)CC(C)(C)CC2=O)C2C(=O)CC(C)(C)CC2=O)cc1COCC(F)(F)F | 10% | -1% | 3%
COc1cc(/C=N/NC(=O)c2cnccn2)cc(OC)c1OC | -5% | -11% | -1%
CC(C)N(C(=O)Cn1c(SCC(=O)NCc2ccc3c(c2)OCO3)nc2ccccc21)C(C)C | -5% | -3% | 4%
CC1=C(C(=O)Nc2cc(Cl)ccc2C)C2(CCCCC2)OC1=O | ? | -3% | .
CC(OC(=O)c1ccc(Cl)cc1)C(=O)NCC1CCCCC1 (stereo not drawn) | -9% | -5% | .
O=C(CN1C(=O)/C(=C/c2ccc(C(F)(F)F)cc2)Sc2ccccc21)NCCCN1CCOCC1 | -25% | -11% | -7%
O=C(Cn1cc(C(F)(F)F)ccc1=O)N/N=C/c1cccc(Cl)c1Cl | -4% | -5% | 6%
N#CCCN1CCN(C(=S)c2ccc(-c3ccc(Cl)cc3)o2)CC1 | -15% | -25% | -15%
O=C(OCn1nnc2ccccc2c1=O)C1CCCCC1 | -7% | -7% | 4%
CCCc1cc(=O)oc2cc(OCc3cccc(OC)c3)c(Cl)cc12 | -1% | 1% | 20%
Cc1cccc(-n2c(SCc3ccc(C#N)cc3)nnc2-c2c[nH]c3ccccc23)c1 | 1% | -12% | 0%
CN(C(=O)COC(=O)/C=C/c1ccc2c(c1)OCO2)c1c(N)n(Cc2ccccc2)c(=O)[nH]c1=O | 2% | 3% | -9%
COCCNC(=O)Cn1cnc2c(cnn2-c2ccc(OC)cc2)c1=O | 6% | -23% | -8%
Cc1nc(NC(=O)C2CC2)sc1C(=O)Nc1cccc(Cl)c1 | -8% | 9% | 1%
CCOC(=O)C1CCCN(c2cc(=O)n(C3CCCCC3)c(=O)[nH]2)C1 (stereo not drawn) | 9% | -1% | ?
Fc1ccccc1-c1csc(=Nc2cccnc2)n1CC1CCCO1 (stereo not drawn) | 0% | -9% | 2%
CCN=C1SC(CC(=O)Nc2ccc3c(c2)OCO3)C(=O)N1CC (stereo not drawn) | 1% | -5% | 13%

Later entries
SMILES | FEN1 inhibitor | GCN5L2 inh | N370S GC
COc1ccccc1CNc1ccnc(-c2ccccc2CN(C)C)n1 | . | -5% | -8%
COc1ccc(CC(=O)NCc2n[nH]c(=S)n2-c2ccccc2)cc1 | 2% | -5% | 9%
Cc1c(C(=O)N(C)C)sc2c1c(=O)n(-c1ccc(Cl)c(Cl)c1)c(=O)n2CC(=O)C(C)(C)C | 24% | -9% | .
Cc1nnsc1-c1nnc(SCC(=O)c2ccc(F)cc2)n1C1CC1 | 0% | -4% | 6%
CCCc1cc(=O)[nH]c(SCC(=O)Nc2ccc(C)c(S(=O)(=O)N3CCCCC3)c2)n1 | 22% | -10% | .
COc1ccc(C(=O)C2CCCN(C(=O)c3n[nH]c4c3CCCC4)C2)cc1OC (stereo not drawn) | -5% | -18% | 0%
Nc1nc(SCC(=O)NCCC(c2ccccc2)c2ccccc2)n[nH]1 | 7% | -6% | -14%
O=C(N/N=C/c1ccco1)c1ccc(OCc2ccccc2)cc1 | 11% | 2% | 10%
O=C(NC(=S)Nc1ccccc1O)c1ccccc1Cl | -15% | -13% | -4%
COCCCN1C(=O)c2ccc(C(=O)Nc3ccccc3OC)cc2C1=O | 0% | -15% | 0%
Cc1ccc(NC(=O)N2CCCC2C(=O)NCC2CCCO2)cc1 (stereo not drawn) | 0% | 29% | -13%
